ERG Ets-DNA blk: inhibitors of human ERG Ets domain-DNA interaction. Potency, µM (series often up to 76.9 µM), for the others: top-dose FP activity, negative = inhibition, hits mostly inhibitors. P11308. fluorescence polarization, His-ERG Ets domain / labelled DNA. 370,000 tested, 0.028% active; active means well fitted inhibition curve with a large enough effect in the polarisation, with a control signal flat; inconclusive means small, poorly fitted or top-dose-only effect, or effect the other way, or a change in a side signal; inactive means no such curve, though single readings can be large or run the other way; the % refers to the polarisation;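 further: polarization taken with two DNA probes labelled with fluorescein and Texas red; potency means the concentration at half of the fitted maximal effect; % of control where 0% means no effect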
Target sequence (P11308 whole entry, looked up, the tested form may be a part): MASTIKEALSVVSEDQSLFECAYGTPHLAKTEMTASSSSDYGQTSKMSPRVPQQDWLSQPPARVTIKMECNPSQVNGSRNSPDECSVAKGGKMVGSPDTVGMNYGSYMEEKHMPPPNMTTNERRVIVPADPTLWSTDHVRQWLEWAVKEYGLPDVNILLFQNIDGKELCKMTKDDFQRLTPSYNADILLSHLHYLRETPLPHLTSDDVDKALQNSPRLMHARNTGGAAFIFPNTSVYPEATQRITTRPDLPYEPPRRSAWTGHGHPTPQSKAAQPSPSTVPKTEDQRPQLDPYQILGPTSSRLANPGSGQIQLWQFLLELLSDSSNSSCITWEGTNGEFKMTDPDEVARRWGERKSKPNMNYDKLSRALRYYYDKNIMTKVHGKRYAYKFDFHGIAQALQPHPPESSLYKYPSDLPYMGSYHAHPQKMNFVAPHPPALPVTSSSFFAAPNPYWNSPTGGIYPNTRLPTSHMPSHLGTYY
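His-tagged ERG Ets domain (1 uM in the protein solution; 300mM KCl, 50mM Tris-HCl, 1mM EDTA, 1mM DTT, pH 7.5) received compound, then a probe mix of 5 nM fluorescein-DNA and 100nM Texas-615-DNA. Fluorescence polarization was read for both dyes.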
D2 ag: activates the human D2 dopamine receptor; activation, % at 2 µM; HEK293 T-REx D2 cells, calcium flux agonist mode; AID 485358; 340,000 tested, 0.53% active;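 active means activation over 3 SD above normal in the single-dose calcium agonist read, cut at about 30% in these data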; further: 0% is about no effect
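HEK293 Trex D2 cells, tetracycline-induced, o/n 30 C 5% CO2; no-wash Ca dye, RT 30–90 min; 10-cycle baseline, 23 nl cpd added, kinetic Ca read 180 s; agonist hits = positive Ca response.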
D2 antagonist: antagonizes the human D2 dopamine receptor | P14416 | inhibition, % at 10 µM | 340,000 tested, 2% active | AID 485344 | HEK293 TREx D2 cells, calcium flux, dopamine EC80; in the data active means inhibition above about 30%; further: 0% is about no effect
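Calcium mobilization kinetics were recorded at 1 s intervals in tetracycline-induced HEK293 T-REx D2 cells, first for 180 s after compound addition and then 180 s after EC80 dopamine.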
Vif-APOBEC3F blk: inhibitors of Vif-A3F interaction; 390,000 tested, 0.2% active; Potency, µM (doses to about 46.1 µM), without a hit: top-dose activity, negative = active; AID 602313; HeLa A3F-eYFP + Vif (tagged APOBEC3F with the HIV-1 protein that degrades it), YFP fluorescence increase; further: potency means the concentration at half of the fitted maximal effect; % of control where 0% means no effect; nearly all actives have a fitted effect of over 65% in size
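HeLa cells stably expressing A3F-eYFP plus Vif, plated and incubated overnight at 37 deg C, then exposed to compounds overnight at 37 deg C. Blocked degradation read as raised yellow fluorescence (Ex 488/Em 500-530).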
RGS4 inh: human RGS4 inhibition | Transcreener GDP fluorescence polarization, RGS4-accelerated GTP hydrolysis | 390,000 tested, 0.039% active | P49798 | Potency, µM (top dose mostly 114 µM), for the others: at the highest dose activity change, negative = inhibition, most hits filed as inhibitors; further: potency means the concentration at half of the fitted maximal effect; on the % scale 0 is the no-effect control and ±100 the full control effect; nearly all actives have a fitted effect of over 75% in size; some results filed as inactive show a strong effect at the top dose
Target sequence (P49798 whole entry, looked up): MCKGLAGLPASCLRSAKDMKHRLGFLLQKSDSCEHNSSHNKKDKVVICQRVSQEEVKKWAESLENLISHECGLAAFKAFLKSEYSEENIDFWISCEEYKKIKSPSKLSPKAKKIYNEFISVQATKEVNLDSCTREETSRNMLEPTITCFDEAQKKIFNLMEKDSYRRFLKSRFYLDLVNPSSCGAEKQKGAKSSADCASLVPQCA
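MLSMR compounds (23 nl, pin-transferred) preincubated 10 min at room temperature with a 500nM (2x) first reagent, then RGS4 at 900nM (2x) plus Transcreener GDP mix added; fluorescence polarization (620/688 nm) read before and after 90 min at 30 °C.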
LDHA inh: LDHA (human) enzyme inhibition. P00338. purified LDHA, NADH/diaphorase-resazurin fluorescence; active compounds read low. activity change, % (values are at about 110 or 230 µM). 480,000 tested, 0.15% active. AID 1347041; in the data active means activity change below about -30%; inconclusive means mostly about -25% to -30%;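 further: plate controls were DMSO wells for no effect and wells without enzyme for full effect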
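LDH5 2 nM; NADH 0.06 mM, pyruvate 0.2 mM; 200 mM Tris pH 7.4, EDTA, Tween-20; 5 min RT. Detection: diaphorase 0.133 mg/mL + resazurin 37 µM, fluorescence ex540/em590 at 0 and 20 min; normalized to enzyme-free and DMSO wells.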
12-LOX inh: blocks human arachidonate 12S-lipoxygenase; P18054; purified 12hLO, xylenol orange hydroperoxide absorbance; Potency, µM (series often up to 108 µM), without a hit: at the top dose activity change, negative = inhibition, usual class: inhibitors; 580,000 tested, 1.1% active; AID 1671190; further: potency means the concentration at half of the fitted maximal effect; on the % scale 0 is the no-effect control and ±100 the full control effect
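Purified human 12hLO (150 nM final) in 25 mM Hepes, 0.01% Triton X-100, pH 7.0 was preincubated 15 min at room temperature with compound. Then 40 uM arachidonic acid was added, 30 min. Hydroperoxide was read by Fe-XO absorbance ratio 573/405 nm.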
Vif-APOBEC3G blk: Vif-A3G binding inhibition | Q9HC16 | HeLa A3G-eYFP + Vif (tagged APOBEC3G with the HIV-1 protein that degrades it), YFP fluorescence, overnight | Potency, µM (doses to about 46.1 µM), without a hit: at the highest dose activity, negative = active, actives largely listed as inhibitors | 410,000 tested, 0.076% active;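 further: potency means the concentration at half of the fitted maximal effect; on the % scale 0 is the no-effect control and ±100 the full control effect; nearly all actives have a fitted effect of over 60% in size; hits raise eYFP signal because A3G escapes Vif-driven loss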
Target sequence (Q9HC16 whole entry, looked up): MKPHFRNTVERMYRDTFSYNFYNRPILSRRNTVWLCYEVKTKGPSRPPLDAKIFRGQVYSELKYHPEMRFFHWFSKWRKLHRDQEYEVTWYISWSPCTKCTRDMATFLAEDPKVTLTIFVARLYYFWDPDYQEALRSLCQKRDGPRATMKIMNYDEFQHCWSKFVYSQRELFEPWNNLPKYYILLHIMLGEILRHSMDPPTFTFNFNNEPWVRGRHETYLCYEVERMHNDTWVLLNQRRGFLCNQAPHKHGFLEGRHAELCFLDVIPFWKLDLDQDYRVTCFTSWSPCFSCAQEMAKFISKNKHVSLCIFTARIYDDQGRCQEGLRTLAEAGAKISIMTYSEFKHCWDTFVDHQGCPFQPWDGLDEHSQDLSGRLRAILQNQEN
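Read-out is eYFP fluorescence (Ex 488/Em 500-530) from Vif-expressing HeLa A3G-eYFP cells; more signal means A3G escaped Vif-mediated degradation. Cells plated overnight, compound pinned in, incubated overnight at 37 deg C.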
GRP78 ERSR act: induces the endoplasmic reticulum stress response in human glioma cells. Potency, µM, for the others: at the top dose activation, most hits filed as activators. 420,000 tested, 0.02% active. U87-MG GRP78 promoter luciferase reporter, 16 h; further: potency means the concentration at half of the fitted maximal effect; series mostly up to about 76 µM; % of control where 0% means no effect; nearly all actives have a fitted effect of over 35% in size
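Stably transfected U87-MG human glioma cells carrying a GRP78-based luminescent sensor were seeded at 1000 cells/well, pin-dosed with compounds and incubated 16 h. Luciferase reagent was then added, and end-point luminescence was read after 10 min at room temperature.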
The depositor's hits bear a star; ? = inconclusive; . = not tested or not shown; & = joins results of further samples; [ ] = another dose, or the depositor's remark. Unless noted, the call rests on the fitted dose curve; in most records, active means well fitted curve in the direction sought with a large enough effect; inconclusive means small, poorly fitted or top-dose-only effect, or another doubt; inactive means no such curve, though single readings can be large; an effect the other way counts as inactive or inconclusive. This is a subset (hit frequency here may not be typical).

entry	smiles	ERG Ets-DNA blk	D2 ag	D2 antagonist	Vif-APOBEC3F blk	RGS4 inh
1	CCOC(=O)/C(=N/Nc1ccc(Cl)cc1)Sc1nnnn1-c1ccc(C)cc1	-2%	-0.8	7	1%	22%
2	CCOc1cc(NC(=O)CCl)c(OCC)cc1NC(=O)CCl	-5%	-0.6	-4	-14%	1%
3	CC1CCCC(NC(=O)COC(=O)[C@@H](NC(=O)c2ccccc2Cl)C(C)C)C1C (stereo not given in full)	38%[activator]	.	.	1%	-26%
4	CC1(C)CC(=O)C(C(c2ccccc2F)C2C(=O)CC(C)(C)CC2=O)C(=O)C1	-2%	0.0	2	-5%	?
5	COC(=O)Cn1c(=O)c2c(nc3n2CCCN3CCc2ccc(OC)c(OC)c2)n(C)c1=O	4%	-2.0	-8	-3%	-4%
6	COc1cccc(NC(=O)CN(C)C(=O)Cc2ccc(Cl)cc2Cl)c1	5%	0.6	22	2%	-14%
7	CCN(c1ccccc1)S(=O)(=O)c1ccc(C(=O)NC2CCCCC2)cc1	.	.	.	2%	.
8	CC(=O)CCc1ccc(OCCCCn2cncn2)cc1	6%	0.6	-14	.	2%
9	N#Cc1ccc(C(=O)Nc2cccc3cccnc23)c(F)c1	2%	1.5	17	1%	9%[11.4 µM]
10	COc1ccc(C(=O)N/C(=C\c2cn(C)c3ccccc23)C(=O)N2CCOCC2)cc1OC	11%	-0.1	11	3%	-27%
11	CC(C)Oc1cc(F)ccc1-c1cc(C(=O)Nc2ccc(C(C)C)cc2)[nH]n1	.	.	.	.	.
12	CCN1C(=O)CSC1=Nc1ccc(Cl)c(Cl)c1	-2%	0.1	16	2%	-35%
13	COCCNC(=O)C(=O)NCC1OCCN1S(=O)(=O)c1cccs1 (stereo not given)	-1%	0.0	10	-11%	11%
14	COc1ccc(C#Cc2ccc3c(c2)O[C@H](CN(C)S(=O)(=O)c2ccccc2F)[C@H](C)CN([C@H](C)CO)S3(=O)=O)cc1	.	.	.	.	.
15	N#C/C(=C\c1cn(Cc2ccc(F)cc2)c2ccccc12)C(=O)NCc1ccco1	9%	0.2	14	?	-29%

entry	LDHA inh	12-LOX inh	Vif-APOBEC3G blk	GRP78 ERSR act
1	-5	-18%	-1%	-3%
2	33	-13%	1%	8%
3	-2	-20%	0%	1%
4	-2	?	1%	1%
5	0	0%	-1%	-3%
6	-1	?	4%	1%
7	-2	5%	7%	-7%
8	-13	12%	0%	-3%
9	1	-4%	4%	0%
10	0&-6	?	1%	-2%
11	-7	19%	1%	-3%
12	-6	25%	0%	-4%
13	-1	0%	-7%	-5%
14	-8	2%	-7%	11%
15	-6	?	?	-4%

(next part)
entry	smiles	ERG Ets-DNA blk	D2 ag	D2 antagonist	Vif-APOBEC3F blk	RGS4 inh
16	COC(=O)C(/C=N/OCc1ccc([N+](=O)[O-])cc1)NC(=O)c1ccccc1 (stereo not given)	-2%	2.2	-9	3%	-1%
17	O=C(COCc1cc(-c2cccs2)on1)Nc1ccc(OC(F)(F)F)cc1	3%	0.2	.	0%	-11%
18	NNC(=O)Cn1c(-c2ccccc2)cc2ccccc21	11%	0.0	-23	0%	2%
19	Cc1ccccc1NC1=C(Cl)C(=O)OC1NC(=O)c1ccccc1 (stereo not given)	.	0.2	13	-7%	8%
20	CN(C)S(=O)(=O)c1ccc(C(=O)OCC2COC(C)(C)O2)cc1 (stereo not given)	-1%	0.3	-2	3%	-6%
21	CCS(=O)(=O)NCCNc1ccc([N+](=O)[O-])cc1	9%	0.5	-14	?	13%
22	COc1ccc(CNC(=O)C2(CC3CC(c4ccccc4)=NO3)CCN(C(=O)OC(C)(C)C)CC2)cc1 (stereo not given)	-3%	.	.	1%	20%
23	Cc1nc2cccnc2n1-c1cccc(C(=O)NCCc2ccc(Cl)cc2)c1	-1%	-0.3	.	3%	2%
24	CC(C)c1nc(-c2ccc([N+](=O)[O-])cc2)cs1	-10%	.	.	0%	-31%
25	CCOc1ccccc1-c1cc(NC)ncn1	.	.	.	.	.
26	CCOC(=O)CSc1nnc(NC(=O)c2cccc([N+](=O)[O-])c2)s1	0%	0.1	-5	-15%	-1%
27	CC(C)Cc1nnc(NC(=O)CCc2ccccc2)s1	-11%	0.1	7	-4%	-42%
28	Cc1cc(NC(=O)CN2CCN(c3ncccn3)CC2)no1	.	1.6	-1	-2%	14%
29	COc1ccc(N(CC(=O)NCc2ccc3c(c2)OCO3)S(=O)(=O)c2c(C)nn(C)c2C)cc1	-8%	1.1	-14	-3%	10%
30	CN1C(=O)/C(=C\c2ccc(OC(=O)c3ccco3)cc2)SC1=S	29%	1.3	48*	10%	8%

entry	LDHA inh	12-LOX inh	Vif-APOBEC3G blk	GRP78 ERSR act
16	1	0%	1%	?
17	-6	-22%	6%	-3%
18	-3	0%	-2%	-7%
19	-9	23%	-1%	1%
20	-6	-6%	-2%	-4%
21	-2	?	4%	-4%
22	1	-5%	-9%	0%
23	-10	-16%	3%	-4%
24	-1	0%	-2%	1%
25	-4	-16%	-1%	-2%
26	-3	-5%	-1%	-2%
27	-14	14%	-1%	3%
28	?	?	0%	-2%
29	-13	18%	0%	-4%
30	-5	?	-3%	7%

An excerpt from above in order of SMILES length, rising:
entry	smiles	ERG Ets-DNA blk	D2 ag	D2 antagonist	Vif-APOBEC3F blk	RGS4 inh
25	CCOc1ccccc1-c1cc(NC)ncn1	.	.	.	.	.
27	CC(C)Cc1nnc(NC(=O)CCc2ccccc2)s1	-11%	0.1	7	-4%	-42%
28	Cc1cc(NC(=O)CN2CCN(c3ncccn3)CC2)no1	.	1.6	-1	-2%	14%
21	CCS(=O)(=O)NCCNc1ccc([N+](=O)[O-])cc1	9%	0.5	-14	?	13%
19	Cc1ccccc1NC1=C(Cl)C(=O)OC1NC(=O)c1ccccc1 (stereo not given)	.	0.2	13	-7%	8%
23	Cc1nc2cccnc2n1-c1cccc(C(=O)NCCc2ccc(Cl)cc2)c1	-1%	-0.3	.	3%	2%
16	COC(=O)C(/C=N/OCc1ccc([N+](=O)[O-])cc1)NC(=O)c1ccccc1 (stereo not given)	-2%	2.2	-9	3%	-1%

entry	LDHA inh	12-LOX inh	Vif-APOBEC3G blk	GRP78 ERSR act
25	-4	-16%	-1%	-2%
27	-14	14%	-1%	3%
28	?	?	0%	-2%
21	-2	?	4%	-4%
19	-9	23%	-1%	1%
23	-10	-16%	3%	-4%
16	1	0%	1%	?

Copied from the list:
Vif-APOBEC3F blk result of `COC(=O)C(/C=N/OCc1ccc([N+](=O)[O-])cc1)NC(=O)c1ccccc1` (stereo not given) is entered as 3%
GRP78 ERSR act result of `CN1C(=O)/C(=C\c2ccc(OC(=O)c3ccco3)cc2)SC1=S` is entered as 7%

(cont.)
entry	smiles	ERG Ets-DNA blk	D2 ag	D2 antagonist	Vif-APOBEC3F blk	RGS4 inh
31	O=C(NCCO)c1cc2c([nH]c3ccccc32)c(-c2ccccc2)n1	-2%	-1.3	-9	5%	-25%
32	CCC1(c2ccc(OC)cc2)NC(=O)N(CC(=O)c2ccc3c(c2)OCCO3)C1=O (stereo not given)	.	1.2	5	6%	-8%
33	COc1ccc(Cn2c(SCc3ccc(C(=O)NC4CCCC4)cc3)nc3cccnc32)cc1	5%	-0.6	.	-6%	-27%
34	Cc1ccccc1S(=O)(=O)c1c(C)cc(C)n(C(C)C)c1=O	4%	-1.0	3	1%	-20%
35	CC(=O)c1cccc(NC(=S)NCc2ccco2)c1	-6%	0.0	-7	-7%	-13%
36	CO/N=C1\CCCc2c(C(=O)NN)sc(SC)c21	-9%	-0.1	1	-7%	-13%
37	COc1cccc(CN2CCNC(=O)C2CC(=O)N(C)C2CCCCC2)c1 (stereo not given)	2%	2.0	-4	2%	-19%
38	Cc1ccc(SC(C)C(=O)Nc2ccccc2C(=O)N2CCOCC2)cc1 (stereo not given)	2%	0.4	17	6%	-4%
39	COCCn1nnnc1C(c1cc2cc(C)cc(C)c2[nH]c1=O)N1CCN(c2ccccc2F)CC1 (stereo not given)	.	5.0	-7	-5%	-20%
40	COc1cccc(CNC(=O)C2CCCN(c3nn4cc(-c5ccc(C)cc5)nc4s3)C2)c1 (stereo not given)	1%	.	.	10%	-33%
41	Fc1ccc2cnc(CCO[C@H]3CCCCO3)cc2c1	3%	.	.	-8%	-1%
42	COC(=O)COc1ccc2cc(-c3ccccc3)c(=O)oc2c1	-24%	0.6	3	0%	-24%
43	Cn1nnnc1SCc1nc2scc(-c3ccccc3)c2c(=O)[nH]1	0%	1.0	0	3%	3%

entry	LDHA inh	12-LOX inh	Vif-APOBEC3G blk	GRP78 ERSR act
31	9	?	2%	-3%
32	-4	3%	2%	2%
33	-4	-12%	2%	-5%
34	2	-8%	0%	-2%
35	-2	0%	1%	0%
36	-7	72%[activator]	?	-6%
37	0	24%	-1%	-2%
38	-5	6%	-1%	-3%
39	6	?	-2%	-1%
40	-10	-2%	5%	-1%
41	1	0%	0%	-12%
42	0	5%	0%	1%
43	-1	7%	0%	1%

From PubChem BioAssay
